Screening results deposited in PubChem by several laboratories.
KLK7 zymogen act: proKLK7 zymogen activators, primary screen, biochemical, fluorescence intensity. AID 652039, 2013. activation, % at 7 µM. purified proKLK7, EDANS-DABCYL substrate fluorescence; 100% is mature enzyme control, 0% vehicle. 370,000 compounds, 0.9% hits;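 active = activation above the mean of all tested compounds plus 3 SD, computed per campaign excluding outliers beyond control limits, cut at about 13% in these data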
GC-B act: human GC-B receptor activators, primary screen, HEK293 GC-B cells, cGMP TR-FRET, EC30 CNP. Atrial natriuretic peptide receptor 2 (Homo sapiens), P20594. 0% at EC30 CNP, 100% saturating CNP. activation, % at 10 µM. 370,000 compounds, 0.11% hits. AID 1920062, 2024;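 active = activation at 10 µM reaching about 35% in either raw or pattern-adjusted values, limit read from the data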
hgDAF12 agonist: H. glycines DAF-12 receptor agonists, primary screen, cell-based, luminescence, HEK293, GAL4 fusion, UAS-luciferase; activation, % at 6.8 µM; HEK293 GAL4-hgDAF12 UAS-luciferase reporter, agonist luminescence; normalized to butyrate control; 370,000 compounds, 1.8% hits; AID 687014, 2013; Nuclear hormone receptor DAF-12 (Heterodera glycines), GAL4 fusion;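 active = activation above a cutoff set at the mean of all screened compounds plus 3 SD, cut at about 10% in these data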;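 note: 0% = DMSO wells and 100% = sodium butyrate wells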
GAA850 FXN act: FXN promoter activators, primary screen, cell-based, luciferase luminescence, HEK293 lucGAA850; activation, % at 6 µM; 360,000 compounds, 0.56% hits; HEK293 lucGAA850 FXN promoter luciferase reporter, 24 h; percent of 10 µM SAHA response;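 active = activation above the average of all compounds screened plus 3 SD, cutoff fixed separately per campaign, cut at about 7.5% in these data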;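 note: 0% = DMSO wells and 100% = 10 µM SAHA wells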
NPR1 activator: GC-A stimulated cGMP production enhancers – HEK293 GC-A cells, cGMP TR-FRET, EC30 ANP, primary screen; AID 1671463, 2021; 0% at EC30 ANP, 100% saturating ANP; 370,000 compounds, 0.14% hits; activation, % at 10 µM; in the data active = activation above about 40%
Target sequence (P16066 whole entry, looked up): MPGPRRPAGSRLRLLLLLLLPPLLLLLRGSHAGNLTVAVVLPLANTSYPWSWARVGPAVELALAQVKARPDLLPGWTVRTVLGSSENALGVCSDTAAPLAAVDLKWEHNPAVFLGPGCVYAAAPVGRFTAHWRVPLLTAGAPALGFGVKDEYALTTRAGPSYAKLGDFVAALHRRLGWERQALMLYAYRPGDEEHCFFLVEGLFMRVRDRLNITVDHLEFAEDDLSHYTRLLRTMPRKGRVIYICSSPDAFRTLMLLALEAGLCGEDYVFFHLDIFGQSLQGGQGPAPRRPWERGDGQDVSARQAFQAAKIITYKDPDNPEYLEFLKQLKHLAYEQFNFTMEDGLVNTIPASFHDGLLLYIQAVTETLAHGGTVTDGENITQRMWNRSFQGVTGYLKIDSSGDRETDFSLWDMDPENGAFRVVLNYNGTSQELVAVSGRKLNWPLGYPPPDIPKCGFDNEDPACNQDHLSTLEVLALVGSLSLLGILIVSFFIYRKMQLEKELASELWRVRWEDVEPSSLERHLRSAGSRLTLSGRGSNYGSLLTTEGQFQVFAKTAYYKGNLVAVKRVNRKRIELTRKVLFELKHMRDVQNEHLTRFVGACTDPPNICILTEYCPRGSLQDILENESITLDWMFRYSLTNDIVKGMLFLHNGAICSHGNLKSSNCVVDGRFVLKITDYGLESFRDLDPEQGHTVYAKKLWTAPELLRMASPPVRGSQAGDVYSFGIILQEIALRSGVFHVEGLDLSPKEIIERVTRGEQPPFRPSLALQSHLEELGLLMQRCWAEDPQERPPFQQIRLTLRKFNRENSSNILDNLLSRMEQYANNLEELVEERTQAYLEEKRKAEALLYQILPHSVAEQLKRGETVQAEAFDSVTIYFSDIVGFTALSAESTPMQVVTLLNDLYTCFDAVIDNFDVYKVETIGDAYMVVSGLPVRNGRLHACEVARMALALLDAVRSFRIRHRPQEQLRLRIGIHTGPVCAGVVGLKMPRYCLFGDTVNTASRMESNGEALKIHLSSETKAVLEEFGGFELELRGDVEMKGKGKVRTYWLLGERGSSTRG
SMARCA2 act: SMARCA2 (BRM) function activators, primary screen, cell-based, luminescence, high throughput. activation, % at 9.1 µM. 370,000 compounds, 1% hits. AID 652017, 2013. MG213 cells, MMTV-luciferase reporter, dexamethasone, overnight; in the data active = activation above about 7.8%;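 note: 0% = vehicle wells and 100% = reference activator wells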
DAX1 inh-1: DAX1 (NR0B1) inhibitors, primary screen, cell-based, HEK293, Gal4-DAX1, luciferase luminescence; HEK293 Gal4-DAX1 luciferase reporter; inhibition, % at 6.75 µM; AID 504766, 2011; 340,000 compounds, 0.99% hits;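 active = inhibition above the mean over all tested compounds plus 3 SD, cut at about 4.2% in these data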;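 note: 0% = DAX1-transfected cells with DMSO and 100% = empty-vector control cells with DMSO; inhibition shows as a rise in luminescence from relieved DAX1 repression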
HGIII-sPLA2 inh: human group III sPLA2 inhibitors, primary screen, biochemical, QFRET, BODIPY PC-A2 liposome substrate; Group 3 secretory phospholipase A2 (Homo sapiens), Q9NZ20; QFRET BODIPY PC-A2 liposome hydrolysis, fluorescence; inhibition, % at 12.2 µM; 370,000 compounds, 0.56% hits; AID 743126, 2013;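 active = inhibition above mean plus 3 SD of compounds lying within the high and low control bounds, cut at about 19% in these data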;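 note: 0% = median of test compound wells and 100% = no enzyme DMSO wells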
ssDAF12 agonist: S. stercoralis DAF-12 nuclear receptor activators, primary screen, cell-based, luminescence, HEK293, GRIP1 co-expression, lit1-tk-luc; Nuclear hormone receptor DAF-12 (Strongyloides stercoralis); HEK293 ssDAF-12/GRIP1 lit1-tk-luc reporter; % of 3 µM dafachronic acid response; activation, % at 6.8 µM; 370,000 compounds, 1% hits; AID 652126, 2013;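 active = activation above the mean over all tested compounds plus 3 SD, cut at about 0.9% in these data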;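 note: 0% = DMSO-only wells and 100% = 3 µM delta7-dafachronic acid wells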
hcDAF12 agonist: H. contortus DAF-12 nuclear receptor activators, primary screen, cell-based, luminescence, HEK293, lit1-tk-luc reporter; HEK293 hcDAF-12 lit1-tk-luc reporter; 0% DMSO, 100% Δ7-dafachronic acid; activation, % at 6.8 µM; 370,000 compounds, 1.4% hits; AID 652067, 2013;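 active = activation above the mean of all tested compounds plus 3 SD, cut at about 5.5% in these data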;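 note: 100% = response to 3 µM Δ7-dafachronic acid high control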
DAX1 inh-2: DAX1 (NR0B1) inhibitors on StAR promoter, primary screen, cell-based, luminescence, SF-1 (NR5A1), full-length DAX-1; HEK293T StAR-luciferase reporter, SF-1/DAX-1 repression relief; inhibition, % at 6.8 µM; 370,000 compounds, 1.1% hits; AID 652010, 2013;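 active = inhibition above the mean over all tested compounds plus 3 SD, cut at about 3.6% in these data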;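 note: 0% = DAX-1 cells with DMSO and 100% = cells lacking DAX-1 with DMSO; higher inhibition means more luminescence from relief of DAX-1 repression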
An asterisk follows results filed as active; / = no result given.

SMILES	KLK7 zymogen act	GC-B act	hgDAF12 agonist	GAA850 FXN act	NPR1 activator	SMARCA2 act	DAX1 inh-1	HGIII-sPLA2 inh	ssDAF12 agonist	hcDAF12 agonist	DAX1 inh-2
CC1CCCC(C)N1C(=O)COC(=O)Cn1cnc2c1c(=O)n(C)c(=O)n2C (stereo unspecified)	0.3	-4.6	0.5	0.8	0.3	-1.5	-0.2	2.3	-1.3	0.1	1.0
CC1(C(=O)Nc2ccc3c(c2)OCO3)CCN1C(=O)CCc1cccs1 (stereo unspecified)	0.3	-0.2	0.0	1.0	-3.9	-1.3	/	2.5	-1.1	1.2	0.6
C1C2CC3C1C3C2=NN=C1C2CC3C(C2)C13	-0.3	1.4	-4.0	1.1	1.1	-1.9	/	1.5	-0.2	-0.2	0.7
COc1ccccc1C(=O)Nc1c2c(nn1-c1cccc(C)c1C)CS(=O)C2 (stereo unspecified)	0.4	-9.9	0.0	2.9	-7.4	-0.1	-0.1	4.6	-0.8	1.7	-1.0
CCOC(=O)C1=NN(C(C)=O)C2(CC(=O)N(c3ccc(C)c(C)c3)C2=O)C1 (stereo unspecified)	0.5	2.2	0.8	1.5	1.8	2.5	0.5	-2.0	-0.9	3.0	0.0
Cc1ccc(C)c(NC(=O)C(NCC(C)(C)N2CCOCC2)c2ccccc2)c1 (stereo unspecified)	0.3	-8.7	3.6	-0.2	-4.0	-1.1	-0.2	-0.3	-0.9	1.9	0.8
COc1ccc(/C=N/NC(=O)c2cccc(S(=O)(=O)N3CCCC3)c2)cc1O	-0.9	-4.8	-1.9	2.8	-0.2	0.2	-1.4	-6.4	-0.8	-0.9	0.4
Cc1cc(C)nc(NNS(=O)(=O)c2c(C)cc(C(C)(C)C)cc2C)n1	-0.1	0.0	1.1	-1.7	-0.1	0.7	-0.2	8.5	-0.7	-1.4	-0.1
O=C(CCc1nnc(CCCCc2ccccc2)o1)NCCn1cccn1	0.2	-3.6	0.4	-0.8	1.3	-2.4	-0.8	1.0	-0.8	-0.3	-0.1
CCNc1nc(=S)nc(NC(C)C)[nH]1	-0.1	6.7	0.1	1.0	2.1	0.2	1.0	9.2	-0.5	-1.9	0.4
O=S(=O)(N/N=C\C=C\c1ccccc1)c1ccccc1	-1.0	-2.2	-1.3	-2.8	-1.1	-1.0	0.9	-8.4	-1.5	1.7	0.3
CSc1ccccc1-n1nnnc1SCc1ccccc1	-0.3	-0.4	2.0	0.1	-9.0	-4.2	-0.3	-11.4	-0.8	-1.7	-0.1
O=C(CN1CCN(c2nc(-c3ccccc3)cs2)CC1)Nc1ccc(Cl)cc1	0.4	-0.9	-4.0	/	1.1	-2.3	/	-4.5	-1.2	-3.0	-1.2
CC(=O)c1cccc(-c2csc(N3CCC(C(N)=O)CC3)n2)c1	1.0	2.3	0.1	-2.4	-1.9	1.7	1.9	5.3	-1.0	-0.4	-0.7
CC(=O)c1cccc(NC(=O)COc2ccc(S(=O)(=O)N3CCCCC3)cc2)c1	0.3	-4.4	1.0	-0.8	6.1	0.1	0.1	-14.1	-1.1	-0.7	-1.2
O=[N+]([O-])c1cccc(S(=O)(=O)N/N=C/c2ccc(O)cc2)c1	-1.6	0.7	3.2	-0.8	0.1	-3.7	1.4	3.6	-1.1	0.9	-0.1
c1ccc(CCn2c3ccccc3c3nnc(SCc4ccc5nonc5c4)nc32)cc1	0.2	4.3	2.2	-5.2	5.5	2.6	1.6	0.3	-0.9	-0.8	0.4
O=C(CCC(=O)Nc1ccccc1Cl)N/N=C1\CCCc2ccccc21	-0.6	0.2	-3.4	0.2	0.0	-6.3	1.0	6.4	0.1	-1.8	-0.5
Cc1cccc(N(CC(=O)NC2CCCC2)C(=O)c2c(C)noc2C)c1	0.1	4.6	0.0	1.9	-1.8	-3.2	-0.9	3.5	-1.2	-0.1	-1.0
Cc1ccc(OCCN2CCN(c3nc(NCc4ccco4)c4ccccc4n3)CC2)cc1	-0.3	-11.7	-1.2	3.6	-11.1	6.3	-2.5	-30.3	-1.6	-1.1	-0.9
Clc1cccc(-c2nc3nc4ccccc4nc3n2Cc2ccco2)c1	-8.0	3.7	1.5	1.2	0.4	-0.8	2.5	4.3	-0.2	7.5*	-0.2
COC(=O)[C@@H]1[C@@H](C)N(Cc2ccccc2)C(=O)N[C@H]1c1ccccc1	-0.7	0.0	2.1	2.2	-2.2	1.5	1.4	2.0	-1.4	-2.5	-0.9
CCN1CCN(C(c2cccs2)C(C)NC(=O)c2ccccc2F)CC1 (stereo unspecified)	-0.5	0.2	0.3	1.3	-0.6	2.4	0.5	1.8	-1.8	0.2	-0.2
CC(=O)Nc1ccc(SCC(=O)N2CCN(S(=O)(=O)c3ccccc3)CC2)cc1	0.5	-0.7	1.1	1.4	-0.3	0.5	-0.5	-0.4	-1.9	-1.2	-0.2
CN(CCc1ccccn1)C(=O)CCC1CCCN(C(=O)c2n[nH]c3c2CCCC3)C1 (stereo unspecified)	0.3	0.2	2.2	1.5	-1.3	-3.2	-0.4	1.4	-1.4	-0.9	-0.5
Next part:
SMILES	KLK7 zymogen act	GC-B act	hgDAF12 agonist	GAA850 FXN act	NPR1 activator	SMARCA2 act	DAX1 inh-1	HGIII-sPLA2 inh	ssDAF12 agonist	hcDAF12 agonist	DAX1 inh-2
O=C(NC1C2CC3CC(C2)CC1C3)c1ccc(Br)o1 (stereo unspecified)	0.3	1.8	-2.2	0.4	-0.4	1.9	-0.2	3.7	-0.4	-1.5	-0.2
CCCN(CC(=O)Nc1ccccc1C)C(=O)c1ccc(OCC(=O)N2CCOCC2)c(OCC)c1	0.6	-0.2	-1.6	-0.5	4.1	-3.7	0.7	5.7	-0.9	-0.1	-1.6
O=C(Nc1cnccn1)c1ccncc1	-0.3	8.5	0.0	-0.7	1.3	-1.6	-1.4	-0.6	-0.5	0.1	-0.3
COc1ccc(-n2nnnc2SCc2nc(N)nc(N3CCOCC3)n2)cc1	0.0	1.2	1.1	4.1	-3.7	-0.4	-1.3	-4.6	-1.2	-0.2	-0.2
CCCCn1cnc2c(sc3nc4c(cc32)CSC(C)(C)C4)c1=O	0.3	0.0	12.8*	3.0	12.2	4.0	3.2	16.0	-0.5	7.0*	1.2
O=C1C(=O)N(c2ccccc2)C(c2ccccc2)C1c1ccccc1 (stereo unspecified)	-4.7	-5.8	2.1	1.3	-9.8	-1.2	0.5	-18.3	0.4	2.9	-0.5
COc1ccc(N(C(=O)c2ccn[nH]2)C(C(=O)NC(C)(C)C)c2ccc(F)cc2)cc1 (stereo unspecified)	-0.1	-9.4	-2.1	-0.5	-13.3	-5.2	-1.9	-1.0	-1.4	1.1	0.3
Cc1ccc(C(=O)CSc2nn3c(=O)c(C(C)(C)C)nnc3s2)cc1	0.1	-7.0	2.6	1.1	-2.5	-2.2	0.2	-7.7	0.2	-0.3	0.2
Cc1cccc(-c2nc(Nc3ccc(N4CCOCC4)cc3)c3ccccc3n2)c1	-2.5	-6.4	-1.4	-0.1	-3.0	-1.1	-2.0	4.5	-1.4	-0.5	-1.1
Cc1ccc(S(=O)(=O)N(C)C)cc1NC(=O)C(C)OC(=O)/C=C/c1cccs1 (stereo unspecified)	0.0	-0.2	-1.0	-1.2	0.5	-3.2	1.2	6.4	-1.2	-1.6	0.6
Cc1ccsc1C(=O)OCC(=O)N1CCc2ccccc2C1	0.0	12.5	10.7*	5.9	3.0	5.3	2.5	-1.3	-0.3	2.4	6.9*
CCOc1ccc(Br)cc1S(=O)(=O)Nc1ncn[nH]1	0.0	3.7	-1.3	-0.3	2.5	-0.2	2.2	1.8	-0.5	0.8	0.4
COc1ccc(CCNC(=O)C23CCC(C)(C(=O)C2=O)C3(C)C)cc1OC (stereo unspecified)	-0.3	0.1	-3.3	3.3	0.6	-0.6	-0.3	6.5	-0.8	-0.5	0.5
Cc1ccc(NC(c2ccccc2)c2nc3ccccc3[nH]c2=O)cc1 (stereo unspecified)	-0.1	-4.9	1.3	-1.1	-8.6	-3.2	0.2	-7.4	-1.6	0.7	0.1
COc1cc(/C=N\NC(=O)c2cccnc2)ccc1OC(=O)c1ccccc1Cl	-0.8	-3.0	-1.2	1.5	3.9	-0.3	-0.8	6.0	-0.4	2.4	-0.5
O=C(CCNC(=O)c1ccc([N+](=O)[O-])cc1)Nc1ccccc1N1CCOCC1	0.5	-4.1	0.7	-0.2	-4.0	1.5	-0.9	-0.1	0.3	-1.1	0.1
COc1ccc(C(=O)C[n+]2cc(Br)cc3ccccc32)cc1[N+](=O)[O-]	-1.6	-6.3	1.7	3.0	4.2	-1.7	-1.1	6.6	1.0*	5.9*	0.3
COc1ccc(/C(O)=C2/C(=O)C(=O)N(CCCN3CCOCC3)C2c2ccc(N(C)C)cc2)cc1 (stereo unspecified)	0.4	2.3	1.1	0.3	-2.8	-1.3	0.0	-12.4	-0.8	-0.9	0.4
CCCNC(=O)CC(NS(=O)(=O)c1ccc(NC(C)=O)cc1)C(C)C (stereo unspecified)	-0.9	3.5	-0.8	1.0	-8.4	-1.4	1.5	1.8	-2.2	0.6	-0.3
Cc1ccc(-n2nc(C)c3c2OC(N)=C(C#N)C3c2cccs2)cc1 (stereo unspecified)	0.3	10.4	0.2	-3.3	-0.2	-3.0	3.5	1.1	0.1	2.8	-0.4
Cc1cccc(C)c1NC(=O)CN(C)CC(=O)N1CC(=O)Nc2ccccc21	0.2	-0.1	-0.4	-2.9	1.0	5.1	0.5	0.9	-0.9	-0.8	0.1
Cn1c(=O)[nH]c(=O)c2c1nc(SCC(O)CO)n2CCCc1ccccc1 (stereo unspecified)	-0.4	3.9	-0.7	0.0	0.9	0.3	0.1	5.4	-1.0	-1.8	0.0
Cc1nc(NC(=O)C2CCCCC2)sc1C	0.0	0.1	8.9	1.8	0.4	5.7	3.8	3.2	-0.7	0.4	1.1

The order is random; 6.7% or so of the library scored in one or more.
